aSyn rescue: inhibitors of alpha-synuclein toxicity in yeast. Yeast expressing alpha-synuclein, growth rescue, BacTiter-Glo, 24 h. AID 652106. Potency, µM (top dose mostly 46.1 µM), inactives show top-dose growth rescue (activation), hits mostly activators. 0.14% of 370,000 active; further: potency means the concentration at half of the fitted maximal effect; % of control where 0% means no effect; nearly all actives have a fitted effect of over 65% in size
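Rescue of yeast growth: cells expressing toxic alpha-synuclein, induced in galactose at OD600 0.02, incubated with compound 24 h at 30 C. ATP luminescence quantified growth; inhibitors of toxicity appear as activators.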
EPAC2 agonist: activates human EPAC2 exchange factor. Q8WZA2. EPAC2 activation, biochemical qHTS; response scale: 100% = 6.5 mM cAMP response. Potency, µM (highest dose often 154 µM), for the others: top-dose activation, actives largely listed as activators. 0.079% of 360,000 active. AID 720711; further: potency means the concentration at half of the fitted maximal effect; nearly all actives have a fitted effect of over 50% in size
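Setup: EPAC2 100 nM, labeled Rap1B complex 250 nM, free GDP 50 uM. Compound titrations pinned in, brief spin, 5 min room temperature incubation. Kinetic fluorescence read over 30 min, normalized to 6.5 mM cAMP.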
TDP43 rescue: rescues yeast growth from TDP-43 toxicity. TDP-43 expressing yeast growth rescue, BacTiter-Glo, 24 h. Potency, µM (doses to about 46.1 µM), for inactives: at the top dose growth rescue (activation), most hits filed as activators. 1.8% of 410,000 active. AID 652104; further: potency means the concentration at half of the fitted maximal effect; % of control where 0% means no effect; nearly all actives have a fitted effect of over 50% in size
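In this qHTS, compounds that restore growth of yeast expressing TDP-43 appear as activators. Cells (OD600=0.02, galactose medium, raffinose-pregrown) are incubated with compound 24 hr at 30 deg C and growth is quantified by BacTiter-Glo.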
FUS yeast rescue: FUS proteinopathy suppression in yeast; AID 1347120; S. cerevisiae FUS-expressing, growth rescue, OD600, 24 h; 0.24% of 390,000 active; Potency, µM (series often up to 76.6 µM), for inactives: at the top dose growth rescue (activation), actives largely listed as activators;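 further: potency means the concentration at half of the fitted maximal effect; plate controls were DMSO vehicle for no effect and reference control for full effect; nearly all actives have a fitted effect of over 55% in size; some results filed as inactive show a strong effect at the top dose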
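Cultures pregrown in 2.5% raffinose medium are shifted to minimal medium containing 2% galactose to express toxic FUS. Compounds are tested at several concentrations. After 24hr at 30C, growth is quantified at 600 nm absorbance.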
Abeta yeast res: A-beta toxicity reversal in yeast; yeast expressing A-beta42, growth rescue, OD600, 48 h; response scale: 0% DMSO, 100% iron-clioquinol control; Potency, µM (titrated, usually from 46.1 µM), inactives show at the highest dose growth rescue, most hits filed as activators; 0.063% of 410,000 active; AID 1347071; further: potency means the concentration at half of the fitted maximal effect; nearly all actives have a fitted effect of over 55% in size
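Yeast A-beta toxicity model in growth medium with pinned compounds, 48 h at 30 C; growth read as absorbance at 600 nm. Normalized to FeCl3/clioquinol equimolar mix (positive) and DMSO (negative).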
EPAC2 antag: blocks human EPAC2 exchange factor. EPAC2 GEF exchange of Rap1B-BODIPY-GDP, fluorescence. Potency, µM (top dose mostly 114 µM), for inactives: at the top dose activity, negative = inhibition, hits mostly inhibitors. 0.18% of 360,000 active. AID 720708; further: potency means the concentration at half of the fitted maximal effect; on the % scale 0 is the no-effect control and ±100 the full control effect; nearly all actives have a fitted effect of over 45% in size; many of its hits are not listed in these tables
D3 ag: agonists of human D3 dopamine receptor; 0.58% of 410,000 active; P35462; D3R DiscoveRx beta-arrestin cells, luminescence, 90 min; max activation, %; AID 652048; in the data active means max activation above about 30%; further: 0% is about no effect; mostly tested at two doses, the higher about 12 µM
Target sequence (P35462 whole entry, looked up): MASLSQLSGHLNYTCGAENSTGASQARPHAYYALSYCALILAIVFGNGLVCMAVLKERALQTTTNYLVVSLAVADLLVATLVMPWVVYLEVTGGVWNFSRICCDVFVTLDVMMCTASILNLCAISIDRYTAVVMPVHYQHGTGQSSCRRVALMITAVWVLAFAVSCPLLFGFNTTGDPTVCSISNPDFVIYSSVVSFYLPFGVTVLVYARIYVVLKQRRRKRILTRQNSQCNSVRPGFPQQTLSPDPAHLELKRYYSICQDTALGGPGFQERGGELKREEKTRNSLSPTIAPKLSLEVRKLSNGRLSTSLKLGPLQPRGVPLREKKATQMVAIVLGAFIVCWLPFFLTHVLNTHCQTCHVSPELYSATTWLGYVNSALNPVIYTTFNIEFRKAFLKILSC
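Cells at 1500/well, incubated overnight, then treated with pinned compounds (dopamine as control) for 90 min at 37 degrees C. DiscoveRx reagent added for 30 - 60 minutes at room temperature; luminescence read.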
D3 antag: D3 dopamine receptor (human) antagonism; P35462; D3R cells, DiscoveRx beta-arrestin luminescence, antagonist mode; stronger effect = lower value; max response, negative = inhibition, %; 2.5% of 360,000 active; AID 652054; in the data active means max response below about -50%; inconclusive means no clear call, values can overlap the other calls; further: on the % scale 0 is the no-effect control and ±100 the full control effect; mostly tested at two doses, the higher about 12 µM
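Cells expressing the human receptor were seeded at 1500 cells/well, incubated overnight at 37 degrees C in 5% CO2, then exposed to library compounds with dopamine controls for 90 minutes at 37 degrees C before luminescent detection.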
* marks the source's active call; other numbers are inactive results; ? = inconclusive; . = not tested or not shown; & = joins results of further samples; [ ] = remark or other dose. Unless noted, the call rests on the fitted dose curve; in most records, active means well fitted curve in the direction sought with a large enough effect; inconclusive means small, poorly fitted or top-dose-only effect, or another doubt; inactive means no such curve, though single readings can be large; an effect the other way counts as inactive or inconclusive.

#1 Cn1c(=O)c2c(nc(N/N=C3\CCCc4ccccc43)n2Cc2ccc(F)cc2)n(C)c1=O
#2 COc1ccc(C2/C=C\CN(Cc3ccco3)CC(=O)N2Cc2ccc(F)cc2)cc1 (stereo unspecified)
#3 O=C(COc1ccc(Br)cc1)Nc1ccc2c(c1)C(=O)NC2=O
#4 CC(=O)Nc1ccc(S(=O)(=O)NCCC(=O)Nc2ccc(C)c(Cl)c2)cc1
#5 CCn1c(Cc2ccccc2)nnc1SCC(=O)N1CCCC1=O
#6 COc1ccccc1NC(=O)C1CCCN(c2nc(C)cc(C)n2)C1 (stereo unspecified)
#7 COc1ccc(OC)c(C(=O)/C=C/c2ccccc2C(F)(F)F)c1
#8 COc1ccc(OC)c(S(=O)(=O)N2CCC(n3c(C)nc4cccnc43)CC2)c1
compound no.,1,2,3,4,5,6,7,8
aSyn rescue,1%,1%,0%,0%,3%,-1%,4%,.
EPAC2 agonist,-8%,10%,-6%,-5%,5%,-2%,8%,.
TDP43 rescue,7%,7%,-4%,23%,13%,14%,?,15%
FUS yeast rescue,3%,-11%,-3%,.,.,-8%,25%,10%
Abeta yeast res,-8%,-1%,11%,-2%,-5%,-3%,2%,-5%
EPAC2 antag,10%,-14%,8%,-6%,6%,1%,?,.
D3 ag,-12,2,-3,1,7,0,-4,-1
D3 antag,-9,2,-11,-9,19,47,-18,.

#9 C/C=C/C(=O)Nc1cccc(C(F)(F)F)c1
#10 CC(=O)c1cccc(NC(=O)N2CCCC2C(=O)NCc2ccc(C)cc2)c1 (stereo unspecified)
#11 CCc1nc2ccc(C(=O)Nc3cccc(OCC(=O)N(C)C)c3)cn2c1N(C)Cc1ccc(N(C)C)cc1
#12 Cc1nn(-c2ccc(Cl)nn2)c(=O)c2ccccc12
#13 CSc1ccc(CN(C)C(=O)C23CC4CC(CC(Cl)(C4)C2)C3)cc1
#14 Cc1nn(-c2ccccc2)c(C)c1NC(=O)COC(=O)c1cc([N+](=O)[O-])ccc1NCCO
#15 Cc1nc2ccc(C(=O)N3CCN(c4ccccc4)CC3)cc2s1
#16 Cc1nc2ncnn2c(C)c1CCC(=O)NCCCN1CCN(c2cccc(Cl)c2)CC1
compound no.,9,10,11,12,13,14,15,16
aSyn rescue,-18%,0%,0%,-3%,9%,-4%,1%,-3%
EPAC2 agonist,2%,2%,7%,-2%,16%,8%,7%,-7%
TDP43 rescue,3%,-5%,19%,-5%,-9%,-3%,14µM*,15%
FUS yeast rescue,-10%,23%,-2%,11%,38%,25%,11%,.
Abeta yeast res,1%,0%,-11%,-7%,-14%,?,8%,-19%
EPAC2 antag,15%,-1%,-6%,0%,-9%,8%,2%,-8%
D3 ag,1,-2,11,1,1,5,-4,9
D3 antag,9,1,21,1,-28,-1,8,-52*

One compound at a time, as listed above. Order of values: aSyn rescue, EPAC2 agonist, TDP43 rescue, FUS yeast rescue, Abeta yeast res, EPAC2 antag, D3 ag, D3 antag
Listed for `Cc1nc2ccc(C(=O)N3CCN(c4ccccc4)CC3)cc2s1` : 1%, 7%, 14µM*, 11%, 8%, 2%, -4, 8
Listed for `Cc1nc2ncnn2c(C)c1CCC(=O)NCCCN1CCN(c2cccc(Cl)c2)CC1` : -3%, -7%, 15%, ., -19%, -8%, 9, -52*

New compounds follow
#17 O=C(Cc1ccc(F)cc1)Nc1cccc2cccnc12
#18 CC1(C(=O)Nc2ccc3c(c2)OCO3)Cc2c(-c3cccc(C(F)(F)F)c3)ccnc2O1 (stereo unspecified)
#19 COc1ccc(S(=O)(=O)N2CCc3ccccc32)cc1C(=O)NCC(c1ccco1)N1CCCC1 (stereo unspecified)
#20 CCN(CC)S(=O)(=O)c1ccc(NC(=O)c2c(C)oc3ncnc(N4CCCCC4)c23)cc1
#21 O=C(CNC(=O)c1ccco1)N=Nc1c(O)[nH]c2ccc(Br)cc12
#22 COc1ccc(/C=C/C(=O)c2ccc(OC)cc2OC)cc1
#23 CN(C)CCCN(Cc1ccccc1)C(=S)Nc1ccc(F)c(Cl)c1
#24 CC(=O)Nc1ccc(S(=O)(=O)NCC2CCC(C(=O)NCc3ccccc3)CC2)cc1 (stereo unspecified)
compound no.,17,18,19,20,21,22,23,24
aSyn rescue,-4%,21%,-8%,.,-6%,0%,0%,-4%
EPAC2 agonist,10%,5%,11%,.,2%,16%,0%,4%
TDP43 rescue,4%,21%,1%,16%,-5%,?,-3%,-5%&13%
FUS yeast rescue,.,34%,8%,28%,2%,3%,17%,-3%&-14%
Abeta yeast res,-40%[inhibitor],9%,2%,-10%,10%,-29%,-13%,-14%&-5%
EPAC2 antag,-15%,-11%,-4%,.,6%,?,-6%,-4%
D3 ag,-2,-10,-5,-7,-1,4&0,-7,-3&4
D3 antag,?,?,-7,.,-29,5,-15,-1

#25 COc1ccc(N2CCN(C(c3ccccc3OC)c3nnnn3Cc3ccco3)CC2)cc1 (stereo unspecified)
#26 O=C(OC(c1ccccc1)c1nccc2ccccc12)c1cc([N+](=O)[O-])cc([N+](=O)[O-])c1 (stereo unspecified)
#27 O=C(Oc1c(-c2ccccc2)c(=O)n2c3c(cccc13)CC2)c1ccc(Cl)cc1
#28 CC(=O)c1ccc(N2CCN(C(=O)CN(C)S(=O)(=O)c3cnc[nH]3)CC2)cc1
#29 COc1ccccc1CCC(=O)Nc1ccc2c(c1)c(=O)n(C)n2Cc1ccc(F)cc1
#30 Cc1ccc(NC(=O)Cn2nc(C(=O)Nc3ccc(C)cc3)ccc2=O)cc1
#31 O=C(NNc1ccccc1)/C(=C\c1cccnc1)NC(=O)c1ccccc1
#32 Cc1ccc2c(CC(=O)O)coc2c1
compound no.,25,26,27,28,29,30,31,32
aSyn rescue,9%,9%,-7%,-7%,-4%,0%,1%,5%
EPAC2 agonist,6%,10%,12%,-3%,13%,-3%,10%,0%
TDP43 rescue,-6%,6.3µM*,-7%,-16%,17%,16%&16%,22%,?
FUS yeast rescue,25%,.,20%,-12%,-1%,-7%&8%,17%,-5%
Abeta yeast res,10%,10%,-8%,1%,6%,5%&1%,17%,4%
EPAC2 antag,-13%,5%,-28%,-4%,-3%,-15%,3%,-14%
D3 ag,0,6,13,0,-17,4&10,4,-8
D3 antag,8,-5,34,3,?,-16,7,-4

#33 Cc1ccc2c(CNC3CCCC3)c(C(=O)O)n(Cc3ccc(F)cc3)c2c1
#34 O=C1NC[C@H](CCCCN2C[C@H](Cc3ccccc3)N(CCc3ccc(O)cc3)C(=O)C2=O)N(CCc2ccccc2)C1=O
#35 COC(=O)c1ccc(NC(=O)C(=O)NCC(c2cccnc2)N2CCN(c3ccccc3)CC2)cc1 (stereo unspecified)
#36 Cc1nc2ccc(S(=O)(=O)NC(C(=O)N3CCn4c3nc3ccccc34)C(C)C)cc2s1 (stereo unspecified)
#37 CCN(CC)c1ccc(C(=O)OCC(=O)Nc2ccc3[nH]c(=O)[nH]c3c2)cc1
#38 CNc1ccc(Cl)cc1S(=O)(=O)c1ccccc1[N+](=O)[O-]
#39 CN(Cc1ccc(F)cc1)Cc1nc(-c2ccccc2)no1
#40 COc1ccc(NC(=O)CCn2nc(C)cc2C)cc1
compound no.,33,34,35,36,37,38,39,40
aSyn rescue,.,3%,.,0%,3%,-8%,6%,4%
EPAC2 agonist,.,9%,.,3%,-7%,6%,2%,-3%
TDP43 rescue,-6%,12%,5%,21%,-5%[0.397 µM],17%,16%,0%
FUS yeast rescue,38%,25%,25%,-16%,?,-17%,5%,-11%
Abeta yeast res,-11%,-6%,-7%,3%,-5%,-12%,1%,9%
EPAC2 antag,.,9%,.,3%,38%[activator],63µM*,-6%,2%
D3 ag,-9,3,-4,6,2,3,-3,7
D3 antag,.,13,.,-9,7,43,7,21

Looked up by structure from the entries so far, three records:
#38 CNc1ccc(Cl)cc1S(=O)(=O)c1ccccc1[N+](=O)[O-]
#39 CN(Cc1ccc(F)cc1)Cc1nc(-c2ccccc2)no1
#40 COc1ccc(NC(=O)CCn2nc(C)cc2C)cc1
compound no.,38,39,40
aSyn rescue,-8%,6%,4%
EPAC2 agonist,6%,2%,-3%
TDP43 rescue,17%,16%,0%
FUS yeast rescue,-17%,5%,-11%
Abeta yeast res,-12%,1%,9%
EPAC2 antag,63µM*,-6%,2%
D3 ag,3,-3,7
D3 antag,43,7,21

(continued)
#41 O=C(CCc1nnc(C2CCCCC2)o1)NCc1cccc(-n2cccn2)c1
#42 CCN1C(=O)/C(=C/c2ccc(C)s2)NC1=S
#43 CCOc1ccccc1/C=N/NC(=O)c1c(C)nc2ccc(Br)cn12
#44 C=CCn1c(SCc2csc(-c3ccc(Cl)cc3)n2)nnc1-c1ccccc1OC
#45 O=C(CCn1c(=O)c2cccn2c2ccc(F)cc21)NCCc1ccccc1
#46 O=C(C1CCC(Cn2c(=O)c3sccc3n(Cc3cccc(F)c3)c2=O)CC1)N1CCOCC1 (stereo unspecified)
#47 CCC(c1ccccc1)c1noc(CCN(CC)CC)n1 (stereo unspecified)
#48 COCCCN1C(=O)C(CC(=O)NCc2ccco2)CC(C(=O)N(C(C)C)C(C)C)=C1C (stereo unspecified)
#49 CNc1c(NC(=O)COc2ccc(Cl)cc2)c(=O)oc2ccccc12
#50 CCCCCC[C@@H]([C@@H](C)O)n1cnc2c(N)ncnc21
compound no.,41,42,43,44,45,46,47,48,49,50
aSyn rescue,3%,1%,1%,0%,-3%,.,-5%,1%,-4%,?
EPAC2 agonist,11%,-2%,8%,16%,0%,.,-1%,3%,-7%,3%
TDP43 rescue,6%,14%,-6%,?,10%&8%,7%,17%,10%,-12%,4%
FUS yeast rescue,19%,8%,-6%,.,27%&28%,?,-4%,-4%,-19%,-14%
Abeta yeast res,-4%,4%,-27%,-14%,-3%&-8%,3%,-10%,-9%,9%,-18%
EPAC2 antag,0%,-2%,-3%,-12%,-4%,.,-3%,7%,20%,-16%
D3 ag,1,2,2,-10,-2&-9,-5,-10&-4,1,2,-1
D3 antag,11,?,-6,-23,-6,.,-1,17,-7,5

High-throughput results: PubChem, National Center for Advancing Translational Sciences (NCATS)

This is a subset (hit frequency here may not be typical).
